# MLLE-PAM2 inh – inhibitors of PABP1 MLLE–PAM2 peptide binding, primary screen, biochemical, fluorescence polarization, FITC-PAM2, GST-MLLE; inhibition, % at 20 µM; AID 588489, 2011; Polyadenylate-binding protein 1 (Homo sapiens), P11940; hit rate 0.36% among 360,000; in the data active = inhibition above about 35%, passing the limit was not always enough;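 also: plate controls were DMSO wells with GST-MLLE for no effect and wells lacking GST-MLLE protein for full effect; some results filed as inactive read as strong as hits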
# Neddylation inh – inhibitors of cullin neddylation, primary screen, biochemical, TR-FRET, uHTS, NAE and Ubc12. NEDD8-conjugating enzyme Ubc12 (Homo sapiens) + NEDD8-activating enzyme E1 regulatory …. calls only at 25 µM. hit rate 0.58% among 360,000. AID 651699, 2012; in the data active = inhibition above about 36%
# E coli Lon inh – inhibitors of E. coli Lon protease, primary screen, biochemical, fluorescence polarization. P0A9M0. purified E. coli Lon protease. inhibition, % at 7.94 µM. hit rate 0.42% among 360,000. AID 602123, 2011; in the data active = inhibition above about 13%, passing the limit was not always enough;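 also: 0% = enzyme with probe and DMSO and 100% = no enzyme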
# Target sequence (P0A9M0 whole entry, looked up): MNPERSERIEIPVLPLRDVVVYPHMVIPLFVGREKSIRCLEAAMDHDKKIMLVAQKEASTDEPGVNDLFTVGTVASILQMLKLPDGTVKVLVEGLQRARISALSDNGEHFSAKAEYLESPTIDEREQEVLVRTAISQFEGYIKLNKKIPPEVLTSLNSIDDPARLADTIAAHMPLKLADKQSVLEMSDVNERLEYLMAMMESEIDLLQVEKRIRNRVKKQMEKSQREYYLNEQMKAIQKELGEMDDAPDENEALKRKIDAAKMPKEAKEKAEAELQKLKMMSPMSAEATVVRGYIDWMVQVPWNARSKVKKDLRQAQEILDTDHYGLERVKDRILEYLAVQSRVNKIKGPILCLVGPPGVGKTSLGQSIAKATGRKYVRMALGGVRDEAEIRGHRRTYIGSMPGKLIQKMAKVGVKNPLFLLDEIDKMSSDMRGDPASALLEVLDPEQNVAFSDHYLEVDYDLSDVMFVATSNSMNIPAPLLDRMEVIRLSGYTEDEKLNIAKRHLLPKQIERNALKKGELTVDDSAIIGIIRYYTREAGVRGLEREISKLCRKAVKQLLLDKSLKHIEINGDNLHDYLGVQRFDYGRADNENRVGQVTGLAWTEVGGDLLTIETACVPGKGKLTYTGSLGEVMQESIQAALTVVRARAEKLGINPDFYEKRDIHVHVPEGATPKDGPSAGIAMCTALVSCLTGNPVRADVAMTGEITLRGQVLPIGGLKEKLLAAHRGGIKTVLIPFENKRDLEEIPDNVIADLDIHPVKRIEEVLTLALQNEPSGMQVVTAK
# SKN-1 block – suppressors of acrylamide-induced Pgst-4::GFP reporter in worms, primary screen, SKN-1 inhibitor project, whole organism, uHTS, GFP/RFP fluorescence ratio, strain VP596. AID 624304, 2012. C. elegans VP596 Pgst-4::GFP/RFP ratio, 24 h. hit rate 0.49% among 360,000. inhibition, % at 21.8 µM;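 active = interference check ratio from 0.5 to 1.5 plus GFP to RFP signal ratio inhibition reaching or exceeding a fixed threshold, cut at about 30% in these data, passing the limit was not always enough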; also: some compounds called inactive have numbers as strong as hits
# FAS TE block – FAS thioesterase domain inhibitors, primary screen, biochemical, fluorescence intensity, uHTS; inhibition, % at 15 µM; Fatty acid synthase (Homo sapiens), P49327; hit rate 0.67% among 360,000; recombinant FAS-TE, OMFH fluorogenic substrate, fluorescence endpoint;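 active = compounds whose normalised, plate-corrected inhibition of enzyme fluorescence in the single-dose primary screen is 50% or more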;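 also: 0% = DMSO with enzyme and 100% = substrate without enzyme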
# CendR NRP1 mod – modulators of CendR peptide binding to NRP-1, primary screen, biochemical, fluorescence polarization, uHTS; hit rate 0.85% among 360,000; Neuropilin-1 (Homo sapiens), O14786; AID 602438, 2012; FAM-RPARPAR peptide binding to NRP-1; inhibition, % at 25 µM;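 active = inhibition or corrected inhibition above about 18%, plus a signal ratio from 0.5 to 1.5, limit read from the data, passing the limit was not always enough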; also: strong numbers were not always called active
# bovine MsrA act – bovine MsrA enzyme activators, primary screen, biochemical, absorbance, HTS | purified bovine MsrA, absorbance read-out | activation, % at 10.6 µM | hit rate 0.3% among 360,000 | AID 602163, 2012; in the data active = activation above about 7.5%;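 also: 0% = vehicle and 100% = reference activator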
# MT1-MMP act inh – blockers of MT1-MMP proenzyme processing, primary screen, HT1080 RFP-PRO-GFP cells, GFP/RFP fluorescence. GFP/RFP ratio fluorescence, overnight; percent of plate control window, DMSO zero. GFP/RFP ratio change, % at 20 µM. hit rate 0.061% among 360,000;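 active = GFP/RFP ratio change of at least 30% with cell ATP level not reduced by more than half and red fluorescence within 50% of control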; also: strong numbers were not always called active
#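 Test system: HT1080 cells expressing an RFP-PRO-GFP fluorescent reporter construct / Compound dosing: single-point 20 µM compound, 1% DMSO / Schedule: cells overnight before dosing, compound overnight, 37 °C, 5% CO2 / Evaluation: GFP/RFP fluorescence ratio / Control set: DMSO and RFP-L50D-GFP cell wells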
# Rin1 Abl inh – inhibitors of Rin1-Abl protein binding, primary screen, biochemical, TR-FRET | hit rate 0.4% among 360,000 | Tyrosine-protein kinase ABL1 (Homo sapiens) + Ras and Rab interactor 1 (Homo sapiens), … | inhibition, % at 7.35 µM | AID 588664, 2011; in the data active = inhibition above about 5%, passing the limit was not always enough
# * = called active by the depositor; i = inactive; . = not tested or not shown; & = joins results of further samples.
1: Cc1nn(CCC(=O)N2CCN(S(=O)(=O)c3ccccc3)CC2)c(C)c1C
2: COc1ccccc1C(=O)N/N=C/c1c[nH]c2ccccc12
3: O=C(Nc1ccc2c(c1)OCCO2)C1CCC1
4: O=C(COC(=O)CCS(=O)(=O)c1ccccc1)NC(=O)c1ccc(OC(F)F)cc1
5: COCCNC(=S)N(CCCO)Cc1cc2cc3c(cc2[nH]c1=O)OCCO3
6: CC(C)(NO)/C(=N/O)c1ccc(Br)cc1
7: N#C/C(=C\c1cccc(NC(=O)c2ccccc2Cl)c1)C(=O)NCCc1ccccc1
8: Cc1ccc(NC(=O)C(=O)NCCN2CCN(S(C)(=O)=O)CC2)cc1C
screen / no.	1	2	3	4	5	6	7	8
MLLE-PAM2 inh	5	-2	-23	2	-72	-5	0	10
Neddylation inh	i	i	i	i	i	i	i	i
E coli Lon inh	-5	-8	0	-4	5	-1	3	5
SKN-1 block	11	-2	-19	21	10	-10	-6	6
FAS TE block	-4	-2	-3	-5	-2	-8	43	-4
CendR NRP1 mod	12	-2	4	9	-1	5	-10	2
bovine MsrA act	-1	-2	-2	2	5	-3	-2	-3
MT1-MMP act inh	4	0	0	0	-1	1	-23	0
Rin1 Abl inh	-4	-1	0	-1	0	2	0	-1

9: COc1cc(C(=O)Nc2cc(Cl)ccc2-n2cncn2)ccc1OC(F)F
10: CCOc1ccc(Cl)cc1S(=O)(=O)N1CCC(C(=O)NCC2CCCO2)CC1 (configuration not stated)
11: Cc1ccc2nc(SCC(=O)N3CCOCC3)[nH]c2c1
12: Cc1cccc(Oc2cc(N)cc([N+](=O)[O-])c2)c1
13: CCCn1ncc(C(=O)NC2CCCN(Cc3ccc(Cl)cc3)C2)c1C (configuration not stated)
14: O=C(c1ccco1)N1CCN(Cc2ccc(F)cc2Cl)CC1
15: COC(=O)C1=C(C(=O)OC)[C@@H]2Nc3ccccc3[C@@]23C[C@@H](C(=O)OC)N(C(=O)c2cccs2)C3=N1
16: Cc1ccc(S(=O)(=O)CCC(=O)Nc2nnc(-c3cccs3)o2)cc1
screen / no.	9	10	11	12	13	14	15	16
MLLE-PAM2 inh	-64	-8	-34	-11	-13	5	2	0
Neddylation inh	i	i	i	i	i	i	i	i
E coli Lon inh	-6	0	-3	-16	-3	-1	-1	1
SKN-1 block	-1	4	-1	13	4	25	2	29
FAS TE block	-2	-7	-5	20	-4	0	2	-8
CendR NRP1 mod	-9	6	13	-21	7	9	-11	-5
bovine MsrA act	-4	-10	0	-3	-2	-4	1	-4
MT1-MMP act inh	-6	-2	4	-3	0	-1	1	3
Rin1 Abl inh	0	5	2	1	-1	2	-1	4

17: COCCOc1ccc(C(F)(F)F)cc1NC(=O)Cc1ccc(S(=O)(=O)N2CCOCC2)s1
18: COC(=O)c1ccc(CNCC(=O)Nc2ccc(C(=O)OC)cc2)cc1
19: O=C1Nc2ccccc2C1(O)Cc1ccncc1 (configuration not stated)
20: CCCc1cc(=O)n2[nH]c(NCc3cccs3)nc2n1
21: Cc1cccc(NC(=O)c2sc3nc(N4CCOCC4)c4c(c3c2N)CCCC4)c1
22: Cc1onc(-c2c(Cl)cccc2Cl)c1C(=O)N[C@@H]1C(=O)N2[C@@H]1SC(C)(C)[C@@H]2C(=O)O
23: O=C(NC1CCCCC1)c1cccc(S(=O)(=O)N2CCCCC2)c1
24: Cc1c(C(=O)N2CCCCC2)c(S(=O)(=O)NCc2ccc(N(C)C)cc2)c(C)n1C
screen / no.	17	18	19	20	21	22	23	24
MLLE-PAM2 inh	-7	3	7	-12	18	-9&-6	1	0
Neddylation inh	i	i	i	i	i	i	i	i
E coli Lon inh	-10	5	0	3	0	12&-2	-2	14
SKN-1 block	12	3	0	17	-5	-3&6	7	12
FAS TE block	65*	7	-8	-2	21	-4&-13	0	-6
CendR NRP1 mod	-4	-4	-11	-12	5	-6&10	6	-6
bovine MsrA act	-4	-10	-2	-1	-5	-8&-3	0	-4
MT1-MMP act inh	-5	3	1	1	3	-1&5	1	0
Rin1 Abl inh	-1	-2	2	-3	-8	-3&0	0	3

25: CCCc1sc(N)nc1-c1ccc(C)cc1
26: COc1ccc(S(=O)(=O)NCCCc2ccccc2)cc1
27: Cc1ccc2nc(SCc3nnc(-c4cccs4)o3)[nH]c2c1
28: CCCCNC(=O)C1(N2C(=O)c3ccccc3C2=O)CCCC1
29: CCC(c1nnc(SCC(=O)Nc2cccc(S(N)(=O)=O)c2)n1-c1ccc(OC)cc1)N(C)C (configuration not stated)
30: COc1ccc(/C=N/NC(=S)NCc2ccccc2)cc1OC
31: CCN(CCn1cccn1)Cc1ccccc1OCC(O)CN1CCc2ccccc2C1 (configuration not stated)
32: Cc1nn(-c2cccc([N+](=O)[O-])c2)c(N)c1-c1ccccc1
screen / no.	25	26	27	28	29	30	31	32
MLLE-PAM2 inh	-27	-10	-76	-4	-7	-13	18	-1
Neddylation inh	i	i	i	i	i	i	i	i
E coli Lon inh	6	-1	-9	-9	-7	-12	-14	-14
SKN-1 block	-9	-13	11	-15	4	2	1	4
FAS TE block	-4	7	-3	-4	-4	7	-2	35
CendR NRP1 mod	17*	-5	-8	4	-1	3	-1	5
bovine MsrA act	-4	-8	-7	-2	-2	-11	-1	-4
MT1-MMP act inh	-4	-1	-1	1	-1	1	1	2
Rin1 Abl inh	-4	-1	0	0	4	-2	0	4

# Sorted by length of the SMILES (rising): part of the list above
25: CCCc1sc(N)nc1-c1ccc(C)cc1
30: COc1ccc(/C=N/NC(=S)NCc2ccccc2)cc1OC
27: Cc1ccc2nc(SCc3nnc(-c4cccs4)o3)[nH]c2c1
32: Cc1nn(-c2cccc([N+](=O)[O-])c2)c(N)c1-c1ccccc1
29: CCC(c1nnc(SCC(=O)Nc2cccc(S(N)(=O)=O)c2)n1-c1ccc(OC)cc1)N(C)C (configuration not stated)
screen / no.	25	30	27	32	29
MLLE-PAM2 inh	-27	-13	-76	-1	-7
Neddylation inh	i	i	i	i	i
E coli Lon inh	6	-12	-9	-14	-7
SKN-1 block	-9	2	11	4	4
FAS TE block	-4	7	-3	35	-4
CendR NRP1 mod	17*	3	-8	5	-1
bovine MsrA act	-4	-11	-7	-4	-2
MT1-MMP act inh	-4	1	-1	2	-1
Rin1 Abl inh	-4	-2	0	4	4

# (further entries)
33: O=C(CSc1n[nH]c(-c2ccncc2)n1)Nc1ccccc1
34: Cc1ccc(NC(=O)Nc2cccnc2)cc1Cl
35: COC(=O)C1=C(Nc2ccc(OC)cc2)C=C(C)C(C(=O)OC)C1c1ccc(C)cc1 (configuration not stated)
36: CC(C)(C)NS(=O)(=O)c1ccc(NC(=S)NC(=O)C2CCC2)cc1
37: Cc1c(C(=O)NCCSCc2ccccc2Cl)cccc1[N+](=O)[O-]
38: Cc1ccc(/C=N/n2nnnc2N)cc1
39: COc1cccc2cccc(/C=N/n3cnnc3)c12
40: COc1cc(C(=O)Nc2c(C(=O)O)[nH]c3ccc(Br)cc23)cc(OC)c1OC
screen / no.	33	34	35	36	37	38	39	40
MLLE-PAM2 inh	-7	3	-7	36	5	18	10	-2
Neddylation inh	i	i	i	i	i	i	.	i
E coli Lon inh	-4	4	2	-9	-6	6	-3	0
SKN-1 block	10	-5	-6	17	9	-10	-6	5
FAS TE block	-8	2	29	4	34	-7	-5	11
CendR NRP1 mod	12	-3	-8	2	-2	2	6	7
bovine MsrA act	-2	-5	-4	-1	1	-4	-4	-4
MT1-MMP act inh	-2	2	-7	2	7	1	-2	9
Rin1 Abl inh	-1	1	-1	5	2	0	-1	0

41: CCOC(=O)c1[nH]c2cc3c(cc2c1NC(=O)CN1CCN(CCO)CC1)OCO3
42: CCN1/C(=C2\OC(=S)N(C)C2=O)Sc2ccccc21
43: O=c1n(Cc2ccccc2)c(O)c2n1Cc1ccccc1N=C2c1ccc(C(F)(F)F)cc1
44: CSc1snc(SCC(N)=O)c1C#N
45: C=CCNC(=O)c1ccc(N(C)S(=O)(=O)c2ccc(OC)cc2)cc1
46: C=CCn1c(SCC(=O)N(CCO)CCO)nc2sc3c(c2c1=O)CCC3
47: CC(=O)N1CCOCCOCCN(C(C)=O)CCOCCOCC1
48: CCOC(=O)c1c(NC(=O)Cn2nnc3ccccc32)sc2c1CCC(C)C2 (configuration not stated)
screen / no.	41	42	43	44	45	46	47	48
MLLE-PAM2 inh	-31	30	9	1	5	0	-2	0
Neddylation inh	.	i	i	i	i	i	i	i
E coli Lon inh	-11	3	0	-4	-3	3	7	-7
SKN-1 block	1	-8	1	21	6	20	11	11
FAS TE block	-4	-3	-2	-2	-1	-3	-4	20
CendR NRP1 mod	2	1	-3	5	-6	3	5	10
bovine MsrA act	-3	-2	-2	-3	-5	-2	1	-1
MT1-MMP act inh	-4	0	3	2	1	-2	3	-9
Rin1 Abl inh	1	-1	3	0	3	2	2	-2

49: Cc1cccc(CC(=O)N2CCN=C2SCc2ccc([N+](=O)[O-])cc2)c1
50: CCN(CC)S(=O)(=O)c1ccc2c(c1)nc(SC(C)C(N)=O)n2-c1ccc(OC)cc1 (configuration not stated)
51: COC(=O)[C@H]1C[C@@H]1[C@H](NS(=O)(=O)c1ccccc1)c1ccccc1
52: Cc1c(CCC(=O)NCC(=O)O)c(=O)oc2cc3occ(-c4ccccc4)c3cc12
53: Cn1nc(N2CCN(S(=O)(=O)c3ccccc3)CC2)c(=O)n(C)c1=O
54: Cc1cc(C)nc(N(C#N)Cc2cccc3ccccc23)n1
55: CCN1CCc2c(sc(NC(=O)c3ccc(S(=O)(=O)N4CCCCCC4)cc3)c2C(=O)NC)C1
56: CC(=O)Nc1ccc(N/C(=N\S(=O)(=O)c2ccccc2)c2ccccc2)cc1
screen / no.	49	50	51	52	53	54	55	56
MLLE-PAM2 inh	40*	-60	1	-7	-6	-9	-69	7
Neddylation inh	i	i	i	i	i	i	i	i
E coli Lon inh	-10	2	0	-2	-2	-5	-38	-11
SKN-1 block	-1	29*	1	-15	-8	18	-1	12
FAS TE block	25	-2	-6	2	-3	17	-1	-4
CendR NRP1 mod	0	6	7	-2	4	5	136	2
bovine MsrA act	-3	-14	0	-2	-2	-2	-2	-2
MT1-MMP act inh	8	0	1	4	1	-6	-51	-4
Rin1 Abl inh	-2	-1	1	-1	2	-2	0	3

57: CCC(C(=O)n1cccc1C#N)c1ccccc1C (configuration not stated)
58: COC(=O)c1ccc(NC(=O)COc2ccc(S(=O)(=O)N3CCCCC3)cc2)cc1
59: CCc1ccc2[nH]c(=O)c(CN(Cc3ccccc3)Cc3nnnn3Cc3ccco3)cc2c1
60: Cc1cccc(-c2cccc(NC(=O)C3CCCN(C(=O)c4ocnc4C)C3)c2)c1 (configuration not stated)
61: CCN(CC)S(=O)(=O)N1CCC(C(=O)NCc2ccco2)CC1
screen / no.	57	58	59	60	61
MLLE-PAM2 inh	-7	-2	-12	3	-17
Neddylation inh	i	i	i	i	i
E coli Lon inh	-1	-4	-10	1	-2
SKN-1 block	-14	0	-2	11	3
FAS TE block	0	-3	15	3	0
CendR NRP1 mod	15	4	-44	-2	-2
bovine MsrA act	-2	-6	3	-1	-3
MT1-MMP act inh	4	-3	-15	-1	-1
Rin1 Abl inh	0	-6	0	-5	1

# Screening data as filed in PubChem.
